# Compound activity (PubChem BioAssay)
# Imprint erasure = qHTS Assay for Compounds that Induce Erasure of Genomic Imprints. 110,000 tested, 0.02% active. mouse ES Peg3-LacZ reporter, beta-gal luminescence, 40 h. Potency, µM (series often up to 60.7 µM), for inactives: at the highest dose activity change, positive = activation, usual class: activators; active = well fitted activation curve with a large enough effect; inconclusive = small, poorly fitted or top-dose-only effect; inactive = no such curve, though single readings can be large or run the other way;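 also: 0% = negative control wells on the plate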
#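 Each well holds 300 Peg3LacZ-Neo (maternal) female ES cells incubated 40 h at 37C, 5% CO2. LacZ is measured by BetaGlo luminescence, with AC50 and maximum efficacy derived from dose-response curves.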
# Numbers without * were called inactive; ? = inconclusive; & = joins results of further samples; [ ] = another dose, or the depositor's remark. Potency is read from the fitted curve at half-maximal effect. Only part of the results is shown; rates above refer to the full screens.
# The first four entries, to show the layout:
SMILES,Imprint erasure
COc1ccc2c(c1)[N+](=O)C(/C(C)=N/NC(N)=S)=C(C)[N+]2=O,-1.2%[10.9 µM]
CCCCCCCCCCCCCCCC(=O)OC(CC(=O)O)C[N+](C)(C)C (configuration not stated),-23.9%
Cc1cc(=O)c2c(O)c3c(O)cc(O)c4c5c(O)cc(O)c6c(O)c7c(=O)cc(C)c8c1c2c(c34)c(c65)c78,-24.8%
O=c1cc(-c2cccc(F)c2)[nH]c2cc(Cl)ccc12,-26.6%[97.3 µM]

# Main list (from the top)
SMILES,Imprint erasure
COc1ccc2c(c1)[N+](=O)C(/C(C)=N/NC(N)=S)=C(C)[N+]2=O,-1.2%[10.9 µM]
CCCCCCCCCCCCCCCC(=O)OC(CC(=O)O)C[N+](C)(C)C (configuration not stated),-23.9%
Cc1cc(=O)c2c(O)c3c(O)cc(O)c4c5c(O)cc(O)c6c(O)c7c(=O)cc(C)c8c1c2c(c34)c(c65)c78,-24.8%
O=c1cc(-c2cccc(F)c2)[nH]c2cc(Cl)ccc12,-26.6%[97.3 µM]
CC(C)(C)c1onc(OCP(=O)(O)O)c1CC(N)C(=O)O (configuration not stated),-6.0%
NC(=[SH+])N=N/C=C1/C=CC=CN1.O=S(=O)(O)O.[Fe],5.8%[10.9 µM]
C[C@@]12CCC(=O)C=C1CC[C@H]1C2[C@@H](O)C[C@]2(C)[C@@H]1CC[C@@]2(O)C(=O)COC(=O)C1CCCC1 (some centres not stated),-4.6%[10.9 µM]
O=C(c1ccc(C(F)(F)F)cc1)N1CCC(=O)N([C@H](COCc2ccc(C(F)(F)F)cc2)Cc2ccccc2)CC1,-8.4%[40.7 µM]
Cc1ccc(S(=O)(=O)NC(=O)c2ccc(Br)o2)cc1,-19.6%
Cc1ccc(C)c(-c2ccc(C(=O)O)o2)c1,-7.8%[97.3 µM]
Fc1cccc(/C=N/N=C/c2cccc(F)c2)c1,-6.8%
CC(N)(Cc1ccc(O)cc1)C(=O)O (configuration not stated),7.7%
CC1(C)CCC(NC(=O)[C@@H](N)CCC(=O)O)CC1,-7.5%
CCCCCCCCCCCCCCCC(=O)OCC(NC(=O)C(Cl)Cl)C(O)c1ccc([N+](=O)[O-])cc1 (configuration not stated),-25.0%
COC(=O)c1ccc2c(c1)c(I)c(-c1ccc(OC)cc1)n2C,-24.3%
Cc1ccc(OCC(O)C(C)NC(C)C)c2c1CCC2 (configuration not stated),5.9%
[ClH+][Cu][ClH+].[Cu].[OH2+]c1ccc2ccccc2c1CN1CCCCC1.[OH2+]c1ccc2ccccc2c1CN1CCCCC1,-13.4%[10.9 µM]
O=C(OC[C@@H]1O[C@@](O)(COC(=O)c2cccnc2)[C@H](OC(=O)c2cccnc2)[C@H]1OC(=O)c1cccnc1)c1cccnc1,-11.2%
COc1ccc(S(=O)(=O)N(CCO)c2ccccc2CN(C)CC=Cc2ccc(Cl)cc2)cc1,-30.6%[inhibitor]
CC(C)[C@H]1COC(c2cccc([N+](=O)[O-])c2)=N1,6.1%[97.3 µM]
CCOC(=O)C1=C(C(=O)OCC)C(C(=O)OCC)N(S(=O)(=O)C(F)(F)F)c2ccccc21 (configuration not stated),-10.8%
COc1cc(OC)c2c(c1)OC(=O)CC2c1ccc2c(c1)OCO2 (configuration not stated),-7.1%
CC(=O)[C@H]1CC[C@@H]2[C@]1(C)CC=C1[C@@]23C=C[C@]2(C[C@H](O)CC[C@@]12C)[C@H](C(=O)O)[C@@H]3C(=O)O,1.4%[10.9 µM]
O=C1OC2(c3ccc(O)cc3Oc3cc(O)ccc32)c2ccccc21,-7.2%
COc1ccc(C2/C=C\CC(NC(=O)OCC3c4ccccc4-c4ccccc43)CC(=O)N2Cc2cccc(F)c2)cc1 (configuration not stated),-20.7%[40.7 µM]
CC#C[C@]1(O)CC[C@H]2C3CCC4=CC(=O)CCC4=C3[C@@H](c3ccc(N(C)C)cc3)C[C@@]21C (some centres not stated),-11.6%
COc1ccc(-c2ccc(-c3cc(=O)oc4cc(C)cc(C)c34)cc2)cc1,-17.2%
COc1cc(OC)c2c(-c3cccc(-c4ccc(CO)cc4)c3)cc(=O)oc2c1,-31.7%[inhibitor]
CC(=O)Oc1cccc(C)c1,-5.2%
OC[C@H]1O[C@@H](n2cnc3c(N[C@H]4CC5CCC4C5)ncnc32)[C@H](O)[C@@H]1O (some centres not stated),6.1%
C=CCc1ccc(O)c(-c2cc(CC=C)ccc2O)c1,-5.8%
O=C1OCCN1C(=O)[C@H]1[C@H](c2ccc(F)cc2)C(c2cccc(Cl)c2)=NN1c1ccccc1,-5.6%
O[C@@H](c1cc(-c2ccc(Cl)cc2)nc2ccccc12)C1CCCCN1 (some centres not stated),-4.9%[10.9 µM]
NCC(=O)N[C@@H](CCCN=C(N)N)C(=O)NCC(=O)N[C@@H](CC(=O)O)C(=O)N[C@@H](CC(N)=O)C(=O)N1CC[C@@H](C(=O)O)C1,0.1%
NC(Cc1ccc(Cl)cc1)C(=O)O (configuration not stated),-8.9%&24.4%
Cc1ccc(S(=O)(=O)N2CCC(=O)N(C(COC(=O)Nc3ccccc3)Cc3ccccc3)CC2)cc1 (configuration not stated),-22.4%[40.7 µM]
COc1cc(C2CC(=O)Oc3cc(C)c(Cl)cc32)cc(OC)c1OC (configuration not stated),-3.5%
C/C=C1/NN(CCCN2CCN(c3cccc(Cl)c3)CC2)C(=O)N1CCOc1ccccc1,-16.1%
COc1cc(OC)c2c(-c3cccc(-c4ccc(NC(C)=O)cc4)c3)cc(=O)oc2c1,-28.1%
Cc1cccc(C(=O)N2CCC(=O)N([C@H](COCc3ccc(Cl)cc3)Cc3ccccc3)CC2)c1,3.0%
OC[C@@H]1[C@@H](c2ccccc2)C(c2ccc(F)cc2)=NN1c1ccccc1,-14.4%
COc1ccc2c(c1)C(c1ccccc1C)CC(=O)O2 (configuration not stated),-4.8%[97.3 µM]
CCOC(=O)C1C(C(=O)OC)=C(C(=O)OC)c2ccccc2N1S(=O)(=O)C(F)(F)F (configuration not stated),-12.8%
Cc1cc2nc3c(=O)[nH]c(=O)nc-3n(CC(O)C(O)C(O)COP(=O)(O)O)c2cc1C (configuration not stated),-7.9%
C[C@@H](Oc1ccc(Oc2cnc3ccc(Cl)cc3n2)cc1)C(=O)O,-56.3%[inhibitor]
Cc1c(C(=O)N(C)C2CCCCC2)sc2nc3ccc(N)cc3n12,?
CCOC(=O)C1Oc2ccccc2C(c2cccc3ccccc23)=C1C(=O)OC (configuration not stated),-19.6%
CC(N)(C(=O)O)c1ccc(C(=O)O)cc1 (configuration not stated),-7.2%
O=C(c1ccc(C(F)(F)F)cc1)N1CCC(=O)N([C@H](COCc2ccc(Cl)cc2)Cc2ccccc2)CC1,-13.7%[40.7 µM]
CC[C@H](C)C(=O)O[C@H]1CCC=C2C=C[C@H](C)[C@H](CC[C@@H]3C[C@H](O)CC(=O)O3)C21 (some centres not stated),-19.6%
CCN1CCCC1CNC(=O)c1cc(S(N)(=O)=O)ccc1OC (configuration not stated),-4.2%
CC1CN(c2c(F)c(N)c3c(=O)c(C(=O)O)cn(C4CC4)c3c2F)CC(C)N1 (configuration not stated),-8.5%
O=C1CN2Cc3c(ccc(Cl)c3Cl)N=C2N1,0.2%
Cn1cc(C(F)(F)F)nc1-c1ccc(OCC(O)CNCCOc2ccc(O)c(C(N)=O)c2)cc1 (configuration not stated),-33.8%[inhibitor]
Cc1cccc(C(=O)N2CCC(=O)N([C@H](COCc3cccc(C(F)(F)F)c3)Cc3ccccc3)CC2)c1,-21.4%[40.7 µM]
COc1ccc2c(c1)C(c1ccc3c(c1)OCO3)CC(=O)O2 (configuration not stated),-6.5%
Cc1cc2oc(=O)cc(-c3ccccc3)c2c(C)c1-c1ccc(C(F)(F)F)cc1,-13.5%
NNc1nnc(NN)c2ccccc12,6.5%
CC1=CC[C@@]23CCCN2C(=O)CCC[C@H]3C1,-8.5%[97.3 µM]
O=C(Nc1ccccc1F)c1ccc(Br)o1,-45.0%[inhibitor]

# The list goes on (2 carried over from the part before).
SMILES,Imprint erasure
CC1=CC[C@@]23CCCN2C(=O)CCC[C@H]3C1,-8.5%[97.3 µM]
O=C(Nc1ccccc1F)c1ccc(Br)o1,-45.0%[inhibitor]
O=C(NCCCCCCNC(=O)ON=C1CCCCC1)ON=C1CCCCC1,-17.5%
NC(CCC(=O)NCS(=O)(=O)O)C(=O)O (configuration not stated),-4.2%
O=c1cc(-c2ccccc2Cl)oc2c([N+](=O)[O-])ccc(O)c12,-7.8%
CC(=O)Nc1ccc(/C=N/NC(N)=S)cc1,4.9%
Cc1ccc(C2CC(=O)Oc3cc(C)c(Br)c(C)c32)cc1 (configuration not stated),-10.7%
COC(=O)CCc1c(C)[nH]c(C(=O)OCc2ccccc2)c1C,-39.3%[inhibitor]
O=C1OCCN1C(=O)[C@H]1[C@H](c2ccccc2)C(c2ccccc2)=NN1c1ccc(Br)cc1,-2.2%
COc1ccc(CNC2C[C@H]3CCCC(=O)N4CC[C@@H](C2)[C@@H]34)cc1 (some centres not stated),11.7%
COc1cc2c(cc1OC)C(c1ccccc1)CN(C)CC2 (configuration not stated),-15.1%
CC(C)C[C@@H](NC(=O)[C@@H](O)[C@H](N)Cc1ccccc1)C(=O)O,-9.9%
O=Nc1c(O)[nH]c2ccccc12.[Cu].[O-]/N=C1/C(=[OH+])Nc2ccccc21,-11.5%[10.9 µM]
COc1cc(C(O)CO)ccc1OS(=O)(=O)O (configuration not stated),-7.1%
Clc1ccc2c(c1)CCc1cccnc1C2=C1CCNCC1,-23.7%
CC(C)[C@H]1COC(c2cc(Cl)cc(Cl)c2)=N1,-1.3%[97.3 µM]
O=C1OCCN1C(=O)[C@H]1[C@H](c2ccc(F)cc2)C(c2ccc(F)cc2)=NN1c1ccc(Br)cc1,-10.8%[40.7 µM]

# Reprinted at random: three entries already listed.
SMILES,Imprint erasure
CC(=O)Nc1ccc(/C=N/NC(N)=S)cc1,4.9%
O=C(NCCCCCCNC(=O)ON=C1CCCCC1)ON=C1CCCCC1,-17.5%
NC(CCC(=O)NCS(=O)(=O)O)C(=O)O (configuration not stated),-4.2%

# (cont.)
SMILES,Imprint erasure
CCCCCCCCCCCCCCCCCCOC[C@H](COP(=O)([O-])OCC[N+](C)(C)C)OC,0.4%
Cc1ccc(C2CC(=O)Oc3c(C(C)C)ccc(C)c32)cc1 (configuration not stated),-16.8%
COc1ccccc1[C@H]1C(c2ccccc2)=NN(c2ccccc2)[C@@H]1CO,-8.0%
C=C1c2cccc(OC)c2O[C@H](C(=O)OCC)[C@@H]1CC(CC)CCCC (some centres not stated),-18.8%
COc1ccc(-c2cc(=O)c3cc(C)ccc3[nH]2)cc1,-68.7%[inhibitor][97.3 µM]
COc1cc(OC)c2c(-c3cccc(/C=C/c4ccc(F)cc4)c3)cc(=O)oc2c1,-19.4%
CC1=C(/C=C/C(C)=C/C=C/C(C)=C/C=C/C=C(C)/C=C/C=C(C)/C=C/C(=O)[C@]2(C)C[C@@H](O)CC2(C)C)C(C)(C)C[C@H](O)C1,-9.9%
COc1ccc(C2CC(=O)Oc3cc(O)ccc32)cc1 (configuration not stated),-1.4%[97.3 µM]
CCOC(=O)c1ccc(-c2cccc(-c3cc(=O)oc4cc(OC)cc(OC)c34)c2)cc1,-24.6%
O=C(NCCc1ccccc1)c1cccc(Br)n1,-23.0%
CC(C)(C)NC(=O)[C@H]1CN(Cc2cccnc2)CCN1C[C@@H](O)C[C@@H](Cc1ccccc1)C(=O)N[C@H]1c2ccccc2C[C@H]1O,-14.9%
N=c1ccn2c(n1)O[C@H]1[C@@H](O)[C@@H](CO)O[C@H]12,-21.8%
Cc1ccc(C2CC(=O)Oc3cc4c(cc32)OCO4)cc1 (configuration not stated),12.0%
OCCN1CCN(CC/C=C2/c3ccccc3Sc3ccc(C(F)(F)F)cc32)CC1,-33.8%[inhibitor]
COC(=O)[C@@H]1[C@H]2C[C@H]3c4[nH]c5ccccc5c4CCN3C[C@@H]2CC[C@@H]1O,-13.3%
COc1cc(OC)c2c(-c3cccc(-c4ccc(C(F)(F)F)cc4)c3)cc(=O)oc2c1,-19.7%
Cc1ccc(NC(=O)OCCN2CCN(Cc3ccccc3)CCC2=O)cc1C,-12.1%
Cc1cc(C)c2nc3c(c([C@H](O)C4CCCCN4)c2c1)CC/C3=C/c1ccc(Cl)cc1 (some centres not stated),-15.0%[10.9 µM]
COc1cc2oc(=O)cc(-c3ccc(-c4ccc(C)cc4)cc3)c2c(OC)c1OC,-10.8%
CCc1ccc(OCc2ccccc2C(=O)Nc2ccc3nc(C)cc(N)c3c2)cc1,-41.7%[inhibitor]
COC(=O)C(C)(N)Cc1ccc(O)cc1 (configuration not stated),-13.7%
CNc1ncnc2c1ncn2[C@H]1C[C@H](OP(=O)(O)O)[C@@H](COP(=O)(O)O)O1,1.7%
O=C(O)/C=C/C(O)c1ccc(Cl)cc1 (configuration not stated),-1.7%
O=C1CC[C@@]23CCCN2C(=O)CCCC3C1 (some centres not stated),-1.4%[97.3 µM]
N[C@@H](C(=O)N[C@@H]1C(=O)N2C(C(=O)O)=C(Cl)CS[C@H]12)c1ccccc1,-13.4%
CCOc1ccc2nc(S(N)(=O)=O)sc2c1,-13.2%
CNCCC(Oc1ccccc1OC)c1ccccc1 (configuration not stated),-19.1%
O=C1OCCN1C(=O)[C@H]1[C@H](c2ccc(F)cc2)C(c2cccc(Cl)c2)=NN1c1ccc(Br)cc1,-2.4%[40.7 µM]
NC(=O)c1ncn([C@@H]2O[C@H](CO)[C@@H](O)[C@H]2O)c1O,-1.9%
COc1ccc2c3c1O[C@H]1C[C@@H](O)C=C[C@@]31CCN(C)C2,-10.7%
C[C@@H]1CC=C[C@@H]2[C@H]1C(=O)N(Cc1ccccc1)[C@H]2c1cccc(Br)c1,-11.6%
COc1ccc(N2C(=O)[C@H]3CCC=C[C@H]3[C@@H]2c2ccccc2Br)cc1,-12.2%
CCOC(=O)c1ccc(-c2ccc(-c3cc(=O)oc4cc(OC)c(OC)c(OC)c34)cc2)cc1,-22.0%
